Compound activity deposited in PubChem by National Center for Advancing Translational Sciences (NCATS).
Rab9 prom act: Rab9 promoter activation | Huh7 Rab9 promoter-luciferase reporter, luminescence, 24 h | Potency, µM (doses to about 9.22 µM), for inactives: at the highest dose activation, negative = inhibition, hits mostly activators | 2.8% of 320,000 active; also: potency is read from the fitted curve at half-maximal effect; % of control where 0% means no effect; nearly all actives have a fitted effect of over 60% in size
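Rab9 promoter-driven luciferase in stably transfected Huh7 cells; 1500 cells/well rested 2 h, exposed to compound in DMSO for 24 h at 37 °C, 5% CO2. Luminescence read 10 min after adding luciferase reagent at ambient temperature.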
Giardia kill: kills Giardia lamblia. Giardia lamblia trophozoite viability. activity change, % at 7.66 µM, hits read low. 0.15% of 340,000 active; in the data active = activity change below about -80%; inconclusive = between about -30% and that limit;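 also: parasites exposed to compound for two days anaerobically before the ATP read; % is scaled to controls: 0 for no effect and ±100 for the full control effect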
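Trophozoite viability was measured as ATP-dependent luminescence, read 15-30 min after reagent addition. Before that, parasites at 100 cells/well were exposed to compounds for 48 h, anaerobically, at 37 deg C.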
RORg inh: ROR gamma (mouse) transcription inhibition. Drosophila S2 Gal4-RORgamma UAS-luciferase reporter, 20 h. 5.4% of 310,000 active. P51450. Potency, µM (titrated, usually from 53.6 µM), for the others: at the highest dose activity change, negative = inhibition, most hits filed as inhibitors; also: potency is read from the fitted curve at half-maximal effect; % is scaled to controls: 0 for no effect and ±100 for the full control effect; nearly all actives have a fitted effect of over 60% in size
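Compounds are pin-transferred onto Drosophila Schneider cells expressing a copper-inducible Gal4–ROR gamma transactivation domain fusion. After 1 hr, copper sulfate is added to 700 uM final; luciferase is read 20 hr later.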
Tb PFK inh: inhibitors of T. brucei phosphofructokinase | O15648 | T. brucei PFK, ADP-Glo luminescence | Potency, µM (doses to about 57.5 µM), for the others: top-dose activity, negative = inhibition, actives largely listed as inhibitors | 0.17% of 330,000 active | AID 485367;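 also: potency is read from the fitted curve at half-maximal effect; 0% = uninhibited 1x PFK enzyme wells and -100% = no-enzyme wells; nearly all actives have a fitted effect of over 60% in size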
Target sequence (O15648 whole entry, looked up): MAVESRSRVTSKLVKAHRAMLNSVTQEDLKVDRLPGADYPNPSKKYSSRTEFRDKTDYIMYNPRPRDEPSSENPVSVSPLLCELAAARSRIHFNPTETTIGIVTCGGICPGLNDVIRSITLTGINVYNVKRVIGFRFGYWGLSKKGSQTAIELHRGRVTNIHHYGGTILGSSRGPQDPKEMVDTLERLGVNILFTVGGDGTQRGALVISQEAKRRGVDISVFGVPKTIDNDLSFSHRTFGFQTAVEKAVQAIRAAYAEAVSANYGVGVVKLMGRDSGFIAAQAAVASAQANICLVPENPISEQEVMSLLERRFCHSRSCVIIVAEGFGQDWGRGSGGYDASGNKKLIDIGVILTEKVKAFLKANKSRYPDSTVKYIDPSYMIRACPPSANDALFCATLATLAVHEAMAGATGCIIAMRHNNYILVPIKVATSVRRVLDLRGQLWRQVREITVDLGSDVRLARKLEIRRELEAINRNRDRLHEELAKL
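Luminescent ADP detection (ADP-Glo, two-step: ATP depletion then ADP-to-ATP conversion for luciferase) reported PFK activity after 45 min room-temperature reaction of 1.25 nM enzyme with 0.5 mM F6P and 0.1 mM ATP at pH 8.0.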
FLuc modulator: firefly luciferase modulation, counter-screen for miR-21 project; purified FLuc, Km substrates, luminescence inhibition; P08659; Potency, µM (top dose mostly 57.5 µM), for the others: at the top dose activity change, negative = inhibition, most hits filed as inhibitors; AID 588342; 6.9% of 360,000 active;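 also: potency is read from the fitted curve at half-maximal effect; plate controls were vehicle for no effect and reference inhibitor for full effect; nearly all actives have a fitted effect of over 55% in size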
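Biochemical qHTS of compounds, final roughly 60 µM downward over six points, against 10 nM purified firefly luciferase using Km concentrations of substrates (10 uM D-luciferin, 10 uM ATP) in Tris acetate pH 7.5 buffer; luminescence output.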
NPC1 promoter act: NPC1 promoter activation | Huh7 NPC1 promoter luciferase reporter, 24 h | Potency, µM (series often up to 9.22 µM), without a hit: at the top dose activation, actives largely listed as activators | 2.4% of 320,000 active | AID 485313;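 also: potency is read from the fitted curve at half-maximal effect; % of control where 0% means no effect; nearly all actives have a fitted effect of over 60% in size; reporter is driven by a mutant NPC1 promoter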
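Luminescence read-out of NPC1 promoter-driven luciferase in stably transfected Huh7 cells; compounds delivered in DMSO and left 24 h at 37C, 5% CO2, qHTS titration format.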
uPA generation: inhibitors of cell surface uPA generation | cell surface uPA generation assay, qHTS | Potency, µM (series often up to 38.3 µM), for inactives: at the top dose activity change, negative = inhibition, most hits filed as inhibitors | 0.31% of 330,000 active; active = well fitted inhibition curve with a large enough effect; inconclusive = small, poorly fitted or top-dose-only effect; inactive = no such curve, though single readings can be large or run the other way; tested in mouse RAW 264.7 cells; also: potency is read from the fitted curve at half-maximal effect; % is scaled to controls: 0 for no effect and ±100 for the full control effect; nearly all actives have a fitted effect of over 55% in size
KCNH2 3.1 block: inhibitors of human KCNH2 3.1 potassium channel isoform; U2OS KCNH2 3.1, thallium flux FluxOr; active compounds read low; 0.95% of 340,000 active; AID 720553; activity change, % (tested at about 1.8 µM);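 active = maximum activity change below -70%; inconclusive = maximum activity change from -70% to -50%; inactive = maximum activity change above -50%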;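 also: thallium influx rate constant from kinetic fluorescence after stimulation buffer; % is scaled to controls: 0 for no effect and ±100 for the full control effect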
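Thallium flux read-out: FluxOr dye with Red40 quencher in HBSS/HEPES, 45 min at RT. Rate constants from kinetic reads were normalized to positive and negative DMSO controls. Cells: U2OS virally expressing the 3.1 isoform.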
Gal4-VP16 FLuc: counter-screen for ROR gamma inhibitors: Gal4-VP16 reporter. 3.5% of 310,000 active. Potency, µM (highest dose often 53.6 µM), without a hit: at the highest dose activity, negative = inhibition, hits mostly inhibitors. Drosophila S2 Gal4-VP16 UAS-luciferase, luminescence, 20 h;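 also: Gal4-VP16 expression switched on by copper sulfate through the metallothionein promoter; potency is read from the fitted curve at half-maximal effect; % is scaled to controls: 0 for no effect and ±100 for the full control effect; nearly all actives have a fitted effect of over 50% in size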
Coupling enz: inhibits coupling enzyme system, counter-screen for aldolase hits. coupling enzyme system counterscreen, AmpLite Red fluorescence. 0.67% of 290,000 active. activity change, negative = inhibition, % at 58.2 µM, hits read low; in the data active = activity change below about -30%; also: % is scaled to controls: 0 for no effect and ±100 for the full control effect
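First, compound is pin-transferred into glyceraldehyde-3-phosphate coupling-enzyme reagent at 57.5 uM final and held 10 min at RT. Next, substrate, coupling system and AmpLite Red are added. After 20 min RT, fluorescence (525/598 nm) is read.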
ELG1 genotoxic: induces genotoxicity in HEK293T cells with luciferase-tagged ELG1; HEK293T ELG1-luciferase reporter, luminescence, 16 h; Potency, µM (series often up to 46 µM), without a hit: at the top dose activity change, positive = activation, hits mostly activators; 1.3% of 330,000 active; also: potency is read from the fitted curve at half-maximal effect; % of control where 0% means no effect; nearly all actives have a fitted effect of over 60% in size
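After overnight (16 hr) compound treatment at 37 °C, ELG1-luciferase HEK293T cells were lysed with ONE-Glo; luminescence quantified 30 min later at room temperature.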
An asterisk follows results filed as active; ? = inconclusive; . = no result given; [ ] = another dose, or the depositor's remark. Unless noted, calls follow the shape of the dose curve; as a rule, active = well fitted curve in the direction sought with a large enough effect; inconclusive = small, poorly fitted or top-dose-only effect, or another doubt; inactive = no such curve, though single readings can be large; an effect the other way counts as inactive or inconclusive.

cpd | smiles | Gal4-VP16 FLuc | FLuc modulator | Giardia kill | Rab9 prom act | NPC1 promoter act | ELG1 genotoxic | KCNH2 3.1 block | RORg inh | uPA generation | Coupling enz | Tb PFK inh
1 | O=C(O)c1ccc(CNCc2cccc(OCc3ccc(F)cc3)c2)cc1 | 0.4% | 5.2% | -7.9 | 2.4% | -9.1% | 0.0% | 3.7 | 9.3% | 6.4% | 3.6 | 1.9%
2 | Cc1ccc(S(=O)(=O)N2CCN(C(=O)N(C)C)CC2)cc1C | 0.8% | -0.7% | 4.3 | -3.3% | 4.0% | -2.7% | 0.8 | -4.3% | -1.8% | 1.1 | 11.8%
3 | Cc1sc(NC(=O)c2ccco2)c(C(Nc2ccccn2)c2ccccc2)c1C (centres undefined) | -6.0% | -10.2% | -28.3 | 8.0% | -4.1% | -1.1% | ? | ? | -0.4% | -2.5 | 0.1%
4 | Cc1ccc(N(CN2CCCC2=O)C(=O)c2ccc(OC(C)C)cc2)cc1 | -9.7% | -1.9% | -6.2 | -6.4% | -3.3% | -21.3% | -2.5 | 7.1% | 0.0% | 7.4 | -0.6%
5 | COc1ccc(NC(=S)N(CCN(C)C)Cc2cccs2)cc1 | -2.3%[10 µM] | -0.5% | 10.6 | -7.3% | -1.0% | 4.9% | -4.1 | -34.4% | -1.4% | -0.8 | -4.6%
6 | Cc1cc(=O)[nH]c(SCC(=O)Nc2ccccc2[N+](=O)[O-])n1 | 2.5% | 4.6% | 4.2 | 1.0% | -0.3% | -5.1% | 10.7 | 0.0% | 0.5% | 6.3 | 0.1%
7 | CC(=O)c1ccc(S(=O)(=O)NC2CC(=O)N(c3cccc(F)c3)C2)cc1 (centres undefined) | . | -0.8% | -9.9 | 2.3% | -3.6% | -7.3% | -11.4 | . | -3.9% | . | -1.6%
8 | CCC1CCCCN1CCCNC(=O)c1ccc2c(c1)N(Cc1ccc(F)cc1)C(=O)c1ccccc1S2=O (centres undefined) | -18.2% | -1.0% | 32.8[activator] | 0.0% | 7.9% | 16.4% | 10.8 | -12.6% | -27.3% | 1.7 | -2.4%
9 | CCN(CC)CCNC(=O)c1ccc(Cl)c(S(=O)(=O)Nc2ccccc2OC)c1 | 0.0% | 1.7% | 0.2 | 10.0% | 0.2% | -1.4% | 3.9 | 4.4% | 5.7% | 4.0 | -0.9%
10 | CCn1c(CC(=O)Nc2ccc(F)cc2)nnc1SCC(=O)N1CCOCC1 | -10.5% | -1.0% | 9.4 | 0.2% | 1.0% | 4.5% | 21.6 | 0.0% | 3.7% | . | -0.5%
11 | N#C/C(=C\c1c[nH]c2ccc(Br)cc12)c1ccccn1 | -16.6% | 5.0% | -15.3 | 4.6% | -2.0% | -6.6% | -19.7 | -36.5% | -4.5% | 1.0 | 2.3%
12 | Cc1ccc(C)n1-c1ccc(-c2nnco2)cc1 | -7.3% | -16.4% | . | 1.6% | -0.4% | 10.5% | . | -1.4% | . | -2.7 | 1.1%
13 | CC1CCCC(C)N1C(=O)COc1ccc(C(=O)Nc2ccccc2N2CCOCC2)cc1 (centres undefined) | -6.0% | -2.6% | 12.4 | -3.9% | -9.1% | -15.9% | -2.1 | -1.4% | 2.8% | -0.2 | -1.2%
14 | CCOC(=O)CNc1cccc(C(F)(F)F)c1 | 0.1% | 5.5% | -7.7 | -1.6% | -2.5% | -1.3% | 10.9 | ? | 0.3% | -0.1 | -4.8%
15 | NC(=O)NC(=O)CSc1nc(C2CCCCC2)n(-c2ccccc2)n1 | -6.8% | -1.4% | 3.8 | 2.0% | -1.7% | -0.7% | 3.7 | 41.9% | 1.8% | -4.3 | -2.9%
16 | COC(=O)c1sccc1NC(=O)c1c(-c2ccccc2)noc1C | ? | 0.0% | -21.7 | 0.3% | -3.4% | 0.2% | -73.6* | 22.8% | -12.3% | 0.1 | 0.5%
17 | CN(CC(=O)Nc1ccc(Cl)c(C(F)(F)F)c1)C(=O)Cc1ccsc1 | . | 0.5% | -8.3 | -1.6% | -7.1% | -1.6% | 0.4 | . | -1.3% | . | -1.4%
18 | CC(C)=CCC[C@](C)(O[C@@H]1O[C@H](CO[C@@H]2OC[C@H](O[C@@H]3OC[C@@H](O)[C@H](O)[C@H]3O)[C@H](O)[C@H]2O)[C@@H](O)[C@H](O)[C@H]1O)C1CC[C@]2(C)C1[C@H](O)CC1[C@@]3(C)CC[C@H](O)C(C)(C)C3[C@@H](O)C[C@]12C (some centres undefined) | . | . | -13.6 | . | . | 2.6% | 11.4 | . | 1.1% | . | 4.3%
19 | CCC1C/C(=C\c2cccnc2)C(=O)/C(=C/c2cccnc2)C1 (centres undefined) | 1.78µM* | 2.0% | -28.7 | -41.9%[inhibitor] | -11.6% | -15.4% | 0.2 | 5.62µM* | -12.0% | -1.3 | -2.0%

Among those listed so far, eight have a halogen.
cpd | smiles | Gal4-VP16 FLuc | FLuc modulator | Giardia kill | Rab9 prom act | NPC1 promoter act | ELG1 genotoxic | KCNH2 3.1 block | RORg inh | uPA generation | Coupling enz | Tb PFK inh
1 | O=C(O)c1ccc(CNCc2cccc(OCc3ccc(F)cc3)c2)cc1 | 0.4% | 5.2% | -7.9 | 2.4% | -9.1% | 0.0% | 3.7 | 9.3% | 6.4% | 3.6 | 1.9%
7 | CC(=O)c1ccc(S(=O)(=O)NC2CC(=O)N(c3cccc(F)c3)C2)cc1 (centres undefined) | . | -0.8% | -9.9 | 2.3% | -3.6% | -7.3% | -11.4 | . | -3.9% | . | -1.6%
8 | CCC1CCCCN1CCCNC(=O)c1ccc2c(c1)N(Cc1ccc(F)cc1)C(=O)c1ccccc1S2=O (centres undefined) | -18.2% | -1.0% | 32.8[activator] | 0.0% | 7.9% | 16.4% | 10.8 | -12.6% | -27.3% | 1.7 | -2.4%
9 | CCN(CC)CCNC(=O)c1ccc(Cl)c(S(=O)(=O)Nc2ccccc2OC)c1 | 0.0% | 1.7% | 0.2 | 10.0% | 0.2% | -1.4% | 3.9 | 4.4% | 5.7% | 4.0 | -0.9%
10 | CCn1c(CC(=O)Nc2ccc(F)cc2)nnc1SCC(=O)N1CCOCC1 | -10.5% | -1.0% | 9.4 | 0.2% | 1.0% | 4.5% | 21.6 | 0.0% | 3.7% | . | -0.5%
11 | N#C/C(=C\c1c[nH]c2ccc(Br)cc12)c1ccccn1 | -16.6% | 5.0% | -15.3 | 4.6% | -2.0% | -6.6% | -19.7 | -36.5% | -4.5% | 1.0 | 2.3%
14 | CCOC(=O)CNc1cccc(C(F)(F)F)c1 | 0.1% | 5.5% | -7.7 | -1.6% | -2.5% | -1.3% | 10.9 | ? | 0.3% | -0.1 | -4.8%
17 | CN(CC(=O)Nc1ccc(Cl)c(C(F)(F)F)c1)C(=O)Cc1ccsc1 | . | 0.5% | -8.3 | -1.6% | -7.1% | -1.6% | 0.4 | . | -1.3% | . | -1.4%
